RGS4 inh: inhibitors of human regulator of G protein signaling 4 | P49798 | Transcreener GDP fluorescence polarization, RGS4-accelerated GTP hydrolysis | Potency, µM (titrated, usually from 114 µM), without a hit: top-dose activity change, negative = inhibition, usual class: inhibitors | actives 0.039% (n = 390,000) | AID 504845; further: on the % scale 0 is the no-effect control and ±100 the full control effect; nearly all actives have a fitted effect of over 75% in size; some results filed as inactive show a strong effect at the top dose
Target sequence (P49798 whole entry, looked up): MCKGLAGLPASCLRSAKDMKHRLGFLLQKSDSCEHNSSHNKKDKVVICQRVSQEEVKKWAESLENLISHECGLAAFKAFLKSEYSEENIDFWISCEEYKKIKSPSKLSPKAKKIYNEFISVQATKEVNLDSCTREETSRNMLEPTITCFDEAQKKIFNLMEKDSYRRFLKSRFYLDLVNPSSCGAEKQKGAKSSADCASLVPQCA
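MLSMR compounds (23 nl, pin-transferred) preincubated 10 min at room temperature with a 500nM (2x) first reagent, then RGS4 at 900nM (2x) plus Transcreener GDP mix added; fluorescence polarization (620/688 nm) read before and after 90 min at 30 °C.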
RXFP1 ag: RXFP1 (human) receptor agonism; Potency, µM (series often up to 57.5 µM), for the others: at the highest dose activation, hits mostly activators; actives 0.3% (n = 370,000); HEK293T-RXFP1 cAMP TR-FRET, 30 min; response scale: percent of porcine relaxin response, buffer zero; Q9HBX9; further: on the % scale 0 is the no-effect control and ±100 the full control effect; nearly all actives have a fitted effect of over 60% in size; many of its hits are not listed in these tables
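cAMP rise read by TR-FRET after 30 min, 37C compound exposure (up to 58 uM) in RXFP1-transfected HEK293 cells with Ro 20174 present. EC50 from Hill-equation fits, with 29 nM porcine relaxin as 100% and buffer as basal.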
TrxR1 substrate: substrates of rat thioredoxin reductase 1; actives 0.01% (n = 390,000); purified TrxR1 substrate turnover, NADPH consumption readout; Potency, µM (titrated, usually from 114 µM), without a hit: at the highest dose activity change, negative = substrate turnover; AID 588456; O89049; further: on the % scale 0 is the no-effect control and ±100 the full control effect; nearly all actives have a fitted effect of over 50% in size
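Rat TrxR1, dispensed at 90 nM, was prereduced with 400 uM NADPH (final) for 5 min at ~22 deg C, then incubated with compound 15 min before 400 uM selenite. A first-read NADPH fluorescence drop versus no-compound background flagged substrates.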
TrxR1 inh: blocks rat thioredoxin reductase 1; Potency, µM (titrated, usually from 114 µM), without a hit: at the highest dose activity change, negative = inhibition, usual class: inhibitors; O89049; actives 1% (n = 390,000); AID 588453; recombinant rTrxR1, NADPH fluorescence consumption, selenite substrate; further: on the % scale 0 is the no-effect control and ±100 the full control effect; nearly all actives have a fitted effect of over 65% in size
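Rat TrxR1 (90 nM in the dispensed reagent) was pre-reduced with 400 uM NADPH for 5 min at room temperature, then incubated with compound for 15 min. After 400 uM selenite was added, NADPH fluorescence (Ex 340/Em 450 nm) was followed for 8 min.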
IDH1 R132H inh: human IDH1 R132H inhibition; actives 0.093% (n = 390,000); IDH1-R132H enzyme, NADPH consumption, diaphorase/resazurin fluorescence; Potency, µM (series often up to 76.6 µM), for inactives: at the top dose activity change, negative = inhibition, actives largely listed as inhibitors; O75874; further: on the % scale 0 is the no-effect control and ±100 the full control effect; nearly all actives have a fitted effect of over 65% in size
Target sequence (O75874 whole entry R132H, stated change not applied): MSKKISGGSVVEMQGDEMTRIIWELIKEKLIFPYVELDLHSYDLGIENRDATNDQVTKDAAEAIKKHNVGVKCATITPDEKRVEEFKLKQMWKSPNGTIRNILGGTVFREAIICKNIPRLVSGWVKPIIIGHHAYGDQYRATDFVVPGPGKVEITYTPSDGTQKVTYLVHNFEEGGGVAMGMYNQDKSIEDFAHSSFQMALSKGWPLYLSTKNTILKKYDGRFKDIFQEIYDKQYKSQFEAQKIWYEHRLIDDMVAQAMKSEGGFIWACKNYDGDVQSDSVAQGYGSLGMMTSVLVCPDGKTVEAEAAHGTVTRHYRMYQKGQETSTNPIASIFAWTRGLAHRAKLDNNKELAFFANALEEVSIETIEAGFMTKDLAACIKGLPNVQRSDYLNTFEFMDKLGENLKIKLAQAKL
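IDH1-R132H (0.5 ug/mL dispensed) in pH 7.5 Tris buffer was preincubated 30 min with compound, then given a substrate mix of 0.016 mM NADPH and 2 mM alpha-KG for 80 min at room temperature; remaining NADPH was read by diaphorase/resazurin fluorescence.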
ALOX12 inh: blocks human arachidonate 12S-lipoxygenase; Potency, µM (top dose mostly 108 µM), for the others: at the top dose activity change, negative = inhibition, actives largely listed as inhibitors; AID 1671190; purified 12hLO, xylenol orange hydroperoxide absorbance; actives 1.1% (n = 580,000); P18054; further: on the % scale 0 is the no-effect control and ±100 the full control effect
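Hydroperoxide product was detected by ferrous iron/xylenol orange as the 573 to 405 nm absorbance ratio. Arachidonic acid at 40 uM (final) was turned over for 30 min at room temperature by 150 nM human 12hLO, pH 7.0 Hepes buffer, after 15 min compound preincubation.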
Vif-A3G inh: Vif-A3G binding inhibition; Q9HC16; AID 602310; Potency, µM (top dose mostly 46.1 µM), for inactives: top-dose activity, negative = active, actives largely listed as inhibitors; actives 0.076% (n = 410,000); HeLa A3G-eYFP + Vif (tagged APOBEC3G with the HIV-1 protein that degrades it), YFP fluorescence, overnight;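 further: on the % scale 0 is the no-effect control and ±100 the full control effect; nearly all actives have a fitted effect of over 60% in size; hits raise eYFP signal because A3G escapes Vif-driven loss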
Target sequence (Q9HC16 whole entry, looked up): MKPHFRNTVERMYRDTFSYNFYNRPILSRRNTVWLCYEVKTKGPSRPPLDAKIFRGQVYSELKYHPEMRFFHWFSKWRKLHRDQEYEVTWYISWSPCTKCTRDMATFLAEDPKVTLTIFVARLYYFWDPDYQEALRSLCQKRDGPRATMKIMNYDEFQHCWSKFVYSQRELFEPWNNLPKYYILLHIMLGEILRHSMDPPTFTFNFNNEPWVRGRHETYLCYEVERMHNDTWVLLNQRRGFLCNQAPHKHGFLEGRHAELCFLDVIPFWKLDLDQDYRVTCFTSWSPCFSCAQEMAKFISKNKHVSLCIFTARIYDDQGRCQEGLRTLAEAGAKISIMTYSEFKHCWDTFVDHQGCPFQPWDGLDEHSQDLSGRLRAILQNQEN
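HeLa cells stably expressing Vif and C-terminally eYFP-tagged A3G, seeded overnight at 37 deg C, then exposed to compound by pintool overnight at 37 deg C. Rise in yellow fluorescence (Ex 488/Em 500-530, Acumen) marks blocked Vif-driven A3G degradation.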
USP1-UAF1 inh: USP1/UAF1 (human) deubiquitinase inhibition. recombinant USP1/UAF1, Ub-Rhodamine cleavage fluorescence. O94782. actives 0.23% (n = 390,000). AID 743255. Potency, µM (series often up to 57.1 µM), for inactives: at the top dose activity change, negative = inhibition, hits mostly inhibitors; further: on the % scale 0 is the no-effect control and ±100 the full control effect; nearly all actives have a fitted effect of over 60% in size; inactives centre near -12
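In this screen, compounds sit with the deubiquitinase complex (1nM) for 15 min at room temperature before Ub-Rho is added at 150nM final. Fluorescence rise is then followed for 6 reads every 60 seconds.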
Vif-A3F inh: blocks the Vif interaction with APOBEC3F; Potency, µM (top dose mostly 46.1 µM), for the others: at the highest dose activity, negative = active; actives 0.2% (n = 390,000); HeLa A3F-eYFP + Vif (tagged APOBEC3F with the HIV-1 protein that degrades it), YFP fluorescence increase; further: % of control where 0% means no effect; nearly all actives have a fitted effect of over 65% in size
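HeLa cells stably expressing A3F-eYFP plus Vif, plated and incubated overnight at 37 deg C, then exposed to compounds overnight at 37 deg C. Blocked degradation read as raised yellow fluorescence (Ex 488/Em 500-530).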
Active calls of the source: *; u = inconclusive; x = no result given; & = joins results of further samples; [ ] = dose if it differs, or a comment. The call rests on the fitted dose curve; in most records, active means well fitted curve in the direction sought with a large enough effect; inconclusive means small, poorly fitted or top-dose-only effect, or another doubt; inactive means no such curve, though single readings can be large; an effect the other way counts as inactive or inconclusive. Potency means the concentration at half of the fitted maximal effect. A portion of the library, so the mix of outcomes need not match the whole.

smiles | RGS4 inh | RXFP1 ag | TrxR1 substrate | TrxR1 inh | IDH1 R132H inh | ALOX12 inh | Vif-A3G inh | USP1-UAF1 inh | Vif-A3F inh
NN1C(=O)/C(=C\c2ccco2)SC1=S | -44% | 1.1% | -11% | -61% | 5% | u | 0% | -1% | 3%
Cc1c(C(=O)Nc2ccc(-n3cnnn3)cc2)oc2ccccc12 | -17% | -0.4% | 14% | 19% | 9% | -14% | -1% | -11% | 7%
COc1ccc2nc(SCC(=O)Nc3ccccc3C#N)[nH]c2c1 | 34% | 3.8% | -4% | 3% | 0% | 2% | -5% | -7% | -20%
Oc1cccc(/C=N/Nc2ccc(Cl)nn2)c1O | -13% | -1.5% | -8%[57.1 µM] | -4%[57.1 µM] | -1% | u | u | 4% | -7%
CCCc1nnc(-c2cc(OC)c(OC)c(OC)c2)o1 | -17% | -0.3% | -11% | -11% | 8% | 1% | 0% | -7% | -20%
O=C1CCC/C=C/C[C@@H](CC(=O)N(CCO)Cc2ccccc2)C(=O)NC[C@H](c2ccccc2)O1 | 20% | x | 4%[57.1 µM] | 15%[57.1 µM] | -1% | 2% | -1% | 18% | 0%
CCOC(=O)Cn1cc(/C=N/N2C(=O)C3C4C=CC(C4)C3C2=O)c2ccccc21 (configuration not stated) | u | 0.7% | -10% | 8%[11.4 µM] | 19% | 0% | 0% | 4% | -2%
CCOC(=O)c1ccccc1NC(=O)CSc1ccc(-c2ccccn2)nn1 | -3% | -0.1% | -4% | 21% | 1% | 0% | -5% | -23% | -14%
Cc1ccc(S(=O)(=O)N2CCN(CC(=O)N/N=C\c3ccncc3)CC2)cc1 | 9% | 6.2% | 3% | 14% | 7% | 1% | -4% | -8% | -10%
CC(=O)NC1C(OCc2ccccc2)OC2COC(C)(C)OC2C1O (configuration not stated) | 27% | -1.3% | 5% | 28% | -5% | -2% | 1% | -18% | -15%
Cc1cc(C)c(S(=O)(=O)c2ccccc2)c(OC(=O)c2c(Cl)cc(Cl)cc2Cl)n1 | -3% | 1.3% | -7% | 6% | 7% | 5% | -12% | -16% | 2%
COc1ccccc1NC(=O)C(C)OC(=O)c1nc2nc(C)cc(C)n2n1 (configuration not stated) | -8% | 1.5% | 1% | 10% | 2% | 8% | -3% | -22% | 3%
O=C(CCc1nc2ccccc2c(=O)[nH]1)OCC(=O)N1CCc2ccccc21 | 3% | -1.9% | 8% | 15%[57.1 µM] | 5% | 1% | 0% | -26% | -15%
O=C(N1CCN(c2ccc(F)cc2)CC1)C12CC3CC(CC(C3)C1)C2 | -22% | 0.2% | -11% | -17% | 7% | 1% | 1% | -16% | 8%
Cc1cc(C(=O)N2CCN(S(=O)(=O)c3ccccc3C#N)CC2)c(C)o1 | -18% | 1.0% | 5% | 7% | 0% | -3% | 1% | -19% | 4%
COc1cc(C(=O)NC2CC3CCCC(C2)N3Cc2ccccc2)cc(OC)c1OC (configuration not stated) | -8% | -5.8% | -4% | 11% | 2% | 2% | 2% | -16% | 1%
Cc1ccsc1C(=O)N/N=C/c1ccc2c(c1)OCO2 | -21% | 2.0% | -6% | 3% | -2% | 1% | 0% | -6% | -8%
O=C(NCc1ccco1)/C(=C\C=C\c1ccccc1)NC(=O)c1ccco1 | -2%[11.4 µM] | 0.4% | 1% | -18% | -6% | 9% | 3% | u | 2%
O=C(O)c1cccc(NC(=O)c2cn(-c3ccccc3)nc2-c2ccc(F)cc2)c1 | -29% | 0.6% | -6% | 13%[57.1 µM] | 4% | 1% | 1% | -17% | 6%
COc1ccc(Cn2c(C(=O)O)c(CNCCc3cccs3)c3ccc(C)cc32)cc1 | -2% | -0.6% | -5% | -6% | -1% | u | 1% | -7% | 2%
Cc1ccc(S(=O)(=O)N/N=C2/CC(c3ccccc3)Oc3ccccc32)cc1[N+](=O)[O-] (configuration not stated) | -13% | 1.4% | -11% | 5% | -1% | u | -6% | -9% | 4%
CCN(CC)S(=O)(=O)c1cc(NC(=O)COc2ccc(C#N)cc2OC)ccc1C | -36% | 2.6% | -12% | -9% | 4% | -16% | 3% | -10% | 1%
Cc1ccc(C2C(C(N)=S)=C(N)OC3=C2C(=O)CC(C)(C)C3)cc1 (configuration not stated) | u | 7.3% | 0% | -11% | 0% | u | 2% | -19% | 3%
CCC1=Nc2ccccc2NC2=C1C(=O)CCC2 | -24% | -0.2% | -3%[57.1 µM] | 3%[57.1 µM] | 4% | u | -4% | -20% | -2%
Cc1c(NC(=O)Nc2ccc(C#N)cc2)c(=O)n(-c2ccccc2)n1C | -46%&-14% | 9.5%&-1.3% | -2%&-3% | 17%&-5% | 11%&2% | 2%&-53% | 0%&3% | -18%&-5% | 4%&0%
Clc1ccc(SCCOCCN2CCCCCC2)cc1 | -8% | -2.8% | 6% | 3% | 11% | 0.56µM* | 2% | -7% | -1%
COC(=O)c1cc2sc(Cl)cc2n1CC(=O)Nc1cc(OC)cc(OC)c1 | 23% | 1.4% | -1% | 9% | 0% | -15% | 1% | u | 5%
COc1ccc(-c2c3c(=O)n(C)c(=O)n(C)c3c3n2-c2ccccc2NC3c2ccco2)cc1 (configuration not stated) | -5% | 2.7% | 6% | 20% | -12% | -17% | -15% | u | 4%
c1cnc2c(C3NCCc4c3[nH]c3ccccc43)cccc2c1 (configuration not stated) | 11% | -2.1% | -7% | -8% | 0% | x | -1% | -5% | 4%
O=C1CC(c2ccccc2)CC2=C1C(c1ccco1)n1nc(C(F)(F)F)nc1N2 (configuration not stated) | 12% | x | 12% | -7% | x | x | -10% | x | x
Cc1cc(C)c(Cn2c(=O)n(CCCC(=O)NCc3ccco3)c(=O)c3ccccc32)c(C)c1 | u | x | -7%[57.1 µM] | 15%[57.1 µM] | 2% | 0% | -3% | -14% | 7%
Clc1ccc(-n2nnnc2SCc2c(-c3ccccc3)nc3sccn23)cc1 | 1%[11.4 µM] | 4.8% | -8% | 9%[57.1 µM] | 3% | 1% | 0% | -11% | 4%
COc1ccc(NC(=O)CC(CC(=O)O)c2cc(OC)c(OC)c(OC)c2)cc1 (configuration not stated) | -14% | 0.2% | -14%[57.1 µM] | 18%[57.1 µM] | 5% | 400%[activator] | 1% | -3% | -8%
CSc1nc(Oc2cccc(C(F)(F)F)c2)cc(C(F)(F)F)n1 | -24%[11.4 µM] | -0.1% | 1%[57.1 µM] | 5%[57.1 µM] | 0% | -2% | 0% | 2% | 1%
CCOC(=O)C(CCC#N)(CCC#N)C(=O)OCC | 19% | -0.3% | -2% | -11% | 0% | -21% | 2% | -4% | 2%
Cc1ccc(NC(=O)CN(C)C(=O)C2COc3ccccc3O2)cc1 (configuration not stated) | -20%[56.9 µM] | 0.1% | -1% | 6% | 8% | -29% | 11% | -19% | 2%
CC(=O)Nc1ccccc1OCC(=O)NC1CCCCC1C (configuration not stated) | 26% | 2.3% | 2% | 17% | 4% | 9% | 3% | -6% | -2%
Nc1ccc2nc(-c3ccc(Cl)cc3)[nH]c2c1 | u | 16% | 229%[activator] | 28% | 14% | -2% | -9% | u | -6%
COc1oc(-c2ccccc2)nc1C(F)(F)F | -7% | 1.4% | 8% | -4% | -1% | 21% | 0% | -9% | 0%
O=C(CN1CCOCCOCCN(CC(=O)Nc2ccccc2)CCOCC1)Nc1ccccc1 | -15% | 0.2% | 10%[57.1 µM] | 13%[57.1 µM] | 13% | 15% | -3% | -6% | -7%
O=C(/C=C/c1ccccc1)Nc1ccc(NC(=O)c2cccs2)cc1 | -14% | 1.4% | -1% | 16% | 8% | 3% | -2% | -19% | 6%
COCC(C)OC(=O)c1c(N)n(-c2ccc(OC)c(OC)c2)c2nc3ccccc3nc12 (configuration not stated) | -6% | -1.4% | 5% | 7% | 3% | x | -1% | -24% | 0%
Cc1ccc(/C=C/C(=O)Nc2ccc(S(N)(=O)=O)cc2)o1 | -29%[56.9 µM] | -1.7%&0.4% | 4%[57.1 µM] | 5µM* | 2%&5% | u | -1%&4% | -19%&-14% | -6%&2%
COCCNC(=O)C(=O)c1c(-c2ccccc2)[nH]c2ccccc12 | 5% | 2.6% | 1%[57.1 µM] | 4%[57.1 µM] | 3% | 32%[activator] | 1% | -12% | 0%
COc1ccc(Cn2cccc(NC(=O)Nc3ccc(F)cc3)c2=O)cc1 | -31% | 2.8% | -2% | 7% | -1% | -26% | -2% | -25% | -3%
O=C1CN=C(Nc2cccc(C(F)(F)F)c2)N1C1CCCC1 | -26% | -0.1% | -5% | 17% | 4% | -27% | 0% | -23% | -10%
O=C(CN1CCN(c2ccc(F)cc2)CC1)NCC1CCCO1 (configuration not stated) | -15% | 0.2% | 4% | -1% | 9% | -14% | 2% | -17% | 1%
CCOc1ccc(N(CC(=O)NCc2ccccc2)S(C)(=O)=O)cc1 | 4% | -0.1% | 3% | 13% | 1% | 1% | 2% | -6% | 1%

Sorted by molecular weight (high to low): some entries from above.
smiles | RGS4 inh | RXFP1 ag | TrxR1 substrate | TrxR1 inh | IDH1 R132H inh | ALOX12 inh | Vif-A3G inh | USP1-UAF1 inh | Vif-A3F inh
O=C(CN1CCOCCOCCN(CC(=O)Nc2ccccc2)CCOCC1)Nc1ccccc1 | -15% | 0.2% | 10%[57.1 µM] | 13%[57.1 µM] | 13% | 15% | -3% | -6% | -7%
Cc1c(C(=O)Nc2ccc(-n3cnnn3)cc2)oc2ccccc12 | -17% | -0.4% | 14% | 19% | 9% | -14% | -1% | -11% | 7%
Clc1ccc(SCCOCCN2CCCCCC2)cc1 | -8% | -2.8% | 6% | 3% | 11% | 0.56µM* | 2% | -7% | -1%
